Source: PubChem BioAssay (several laboratories)
E coli growth = counter-screen for AddAB inhibitors: E. coli growth inhibition; E. coli V3065 growth, OD600 absorbance, 18 h; inhibition, % at 11.9 µM; AID 449728; hit rate 0.27% among 330,000;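 active means inhibition above the campaign's mean inhibition across all tested compounds plus 3 SD, cut at about 9.9% in these data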;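 further: uninfected addAB+ strain grown without phage in ampicillin broth; 0% = DMSO wells and 100% = ciprofloxacin 0.95 µg/ml wells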
AddAB inh = less growth of phage-infected E. coli with AddAB; E. coli expressing H. pylori AddAB, absorbance growth; hit rate 0.29% among 330,000; inhibition, % at 11.9 µM; in the data active means inhibition above about 12%;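 further: 0% = vehicle wells of infected cells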
Mot1-301 SUMO = blocks SUMOylation pathway, rescuing yeast Mot1-301 growth. S. cerevisiae Mot1-301 growth rescue, ATP luminescence, 38.5C; percent above DMSO median, 100 means doubled. growth rescue, % at 18.8 µM. hit rate 1% among 320,000. AID 2716;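 active means every valid replicate shows activation above 250% relative to neutral control wells; inactive means the rest, any valid replicate at or below 250%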;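 further: OY570 slx delta 5 strain wells were the positive control but not used for scaling; some compounds called inactive have numbers as strong as hits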
* hit, by the source's call.

SMILES	E coli growth	AddAB inh	Mot1-301 SUMO
CC1(OC(=O)c2ccco2)C(=O)C=C2C=C(c3ccsc3)OC=C2C1=O (stereo unspecified)	-0.9	2.7	-1
O=C1[C@H]2[C@H]3[C@H](O)[C@H](O)C/C(=N\OC[C@@H](O)COCc4ccco4)[C@@H]3CC[C@H]2C(=O)N1c1ccc(F)cc1F	-1.6	-1.5	165
CC(C)(C)NS(=O)(=O)c1cccc(S(=O)(=O)c2cccc(S(=O)(=O)NC(C)(C)C)c2)c1	0.5	1.8	-2
CCCCN1C(=O)/C(=C/C=C2\N(C)c3ccccc3C2(C)C)SC1=S	0.0	3.3	-16
Cc1ccc2occ(CN3CCN(Cc4ccccc4)CC3)c(=O)c2c1	1.3	1.1	-10
COC(=O)C1=C[C@@H](C(=O)OC)[C@@H]2C3=C(C(=O)[C@@]2(C)NC(=O)c2ccccc2)[C@H](c2ccccc2)n2c(=O)n(-c4ccccc4)c(=O)n2[C@@H]3C1	-0.3	2.6	183
C#CCOCCOCCOCCNc1nc(N2CCN(C(=O)CCCCCCCCCCNC(=O)[C@H](CO)n3cc(CCCCCN)nn3)CC2)nc(N2CCN(C(=O)CCCCCCCCCCNC(=O)[C@H](CCCN=C(N)N)n3cc(C[C@@H](C)CC)nn3)CC2)n1	0.5	2.6	-24
Cc1noc(C)c1S(=O)(=O)Nc1ccc(C(=O)N2CCC(C)CC2)cc1	2.0	5.2	4
Cc1coc2cc3oc(=O)c4c(c3cc12)CCC4	-1.6	0.4	-16
O=C(CSc1nnc(-c2ccc(Cl)s2)o1)N1CCc2ccccc21	0.3	3.2	11
CC(=O)OC1=C(C#N)Cn2ccc3cccc1c32	1.4	4.2	-9
COCCN1C(=O)N[C@@H](c2ccc(Br)cc2)C(C(=O)OC)=C1C	-0.5	-2.1	65
CCCN1C(=O)/C(=c2\s/c(=C3\C=Cc4ccccc4N3CC)c(=O)n2-c2ccccc2)SC1=S	3.2	1.3	167
COc1cc(/C(C)=C/c2ccccc2)c2c(c1)oc1ccccc12	-1.4	1.6	-4
COc1ccc(C(=O)Nc2ccc3nc4n(c(=O)c3c2)CCCC4)cc1[N+](=O)[O-]	-1.7	-0.9	-4
O=C1C2CCCN2c2ccc(S(=O)(=O)N3CCOCC3)cc2N1Cc1cccc(C(F)(F)F)c1 (stereo unspecified)	-1.6	2.7	24
O=C(CSc1nnc(Cc2cc(=O)[nH]c(=O)[nH]2)n1-c1ccc(Cl)cc1)N1CCc2ccccc21	0.8	1.6	9
CC1(OC(=O)C2CCCC2)C(=O)C=C2C=C3CCCN3C=C2C1=O (stereo unspecified)	-3.2	2.3	-9
COc1cccc2cc(C(=O)NC3CC(C)(C)NC(C)(C)C3)c(=O)oc12	0.8	3.8	-15
CSc1cccc(NC(=O)c2ccccn2)c1	0.1	1.2	7
COc1ccc(CNC(=O)c2sc3nc4c(c(C(F)(F)F)c3c2N)CCC4)cc1	1.2	3.6	53
N#CC(C#N)=C1C=C2C=C(N3CCCCC3)CCC2CC1 (stereo unspecified)	-0.3	3.4	64
CCC(C(=O)OCC(=O)Nc1cccc(S(=O)(=O)NC2=NCCCCC2)c1)c1ccccc1 (stereo unspecified)	0.3	0.9	-5
CCCCCCc1cc2cc(C(N)=O)c(=N)oc2cc1O	-0.3	2.1	-10
CC(=O)Oc1ccc2oc(-c3ccccc3)c(C(N)=O)c2c1	-1.6	1.0	2
COc1cccc(-c2c3c([nH]c(=O)c2C#N)CCc2cc(OC)ccc2-3)c1	-0.3	3.5	7
Cc1cc(C)n(C(=O)C23CC4CC(CC(C4)C2)C3)n1	-0.6	0.0	7
Cc1ccc(NCN2C(=O)C3C4CCC(C4)C3C2=O)cc1 (stereo unspecified)	0.0	1.2	-16
N=c1c(-c2nc3ccccc3[nH]2)cc(C(=O)c2cccs2)nn1-c1ccc(Cl)cc1	-1.6	-1.1	8
CC(=O)OC[C@H]1O[C@@H](O/N=C(\C)CCN2CCCCc3nc(C)c(C)cc32)[C@H](OC(C)=O)[C@@H](OC(C)=O)[C@@H]1OC(C)=O	-0.7	0.1	-1
O=C(O)c1cccnc1SC1CC(=O)N(c2cccc3ccccc23)C1=O (stereo unspecified)	-2.2	-0.6	-22
CCN1CCN(CCNC(=O)C2CCN(Cc3nc(-c4ccc(Cl)cc4)oc3C)CC2)CC1	2.2	4.4	-14
O=C(CSc1nnc2c3ccccc3c3ccccc3c2n1)Nc1ccccc1	-1.4	-0.4	-23
Cc1cc(C)nc(NC(=O)CSc2ncccn2)n1	1.7	3.6	118
CC1(O)C(=O)C=C2C=C(C3CC3)OC=C2C1=O (stereo unspecified)	0.0	3.1	269
N#CC1=C(N)Oc2c(ccc3ccccc23)C1c1cccs1 (stereo unspecified)	0.8	-1.6	508*
CCC1=C/C(=C\c2ccc3c(c2)OCO3)C(=O)S1	1.2	1.2	10
CCn1c(SCC(=O)N/N=C/c2ccccc2OCC(=O)O)nnc1-c1ccccc1	1.8	1.1	-12
Cc1cc2nc(-c3ccc(SCC(=O)NC(C)C)nc3)[nH]c2cc1C	-0.7	-1.5	56
Cc1ccsc1C1CC(=O)OC2=C1C(=O)CC(C)(C)C2 (stereo unspecified)	1.8	0.8	6
Cc1ccc(C(=O)c2ccc(C(F)(F)F)cc2)cc1	0.1	2.2	-31
COc1ccc(Oc2coc3cc(OCC(=O)N4CCCCC4)ccc3c2=O)cc1	0.1	4.6	-11
COc1ccc2c(c1)cc(C)c1nnc(SCC(=O)N3CCN(C(=O)c4ccco4)CC3)n12	0.3	-0.8	-22
COCOc1ccc(/C=C2/Oc3cc(OCOC)cc(OCOC)c3C2=O)c(OCOC)c1	-1.8	2.4	-7
CC(=O)Nc1ccc(/C=C/C(=O)c2ccccc2)cc1	-5.3	-0.6	2
O=C(CSCc1ccco1)c1ccc(Cl)s1	-3.8	0.0	-13
N#CC(C#N)=Cc1ccccc1OCc1ccccc1	-2.4	0.2	7
N#Cc1c(Cl)nc(SCc2ccccc2)nc1-c1ccccc1	-2.1	0.3	19

Single records (already shown). Values in the order: E coli growth | AddAB inh | Mot1-301 SUMO
COc1ccc2c(c1)cc(C)c1nnc(SCC(=O)N3CCN(C(=O)c4ccco4)CC3)n12 is entered as 0.3 | -0.8 | -22
CC(=O)Nc1ccc(/C=C/C(=O)c2ccccc2)cc1 is entered as -5.3 | -0.6 | 2
COc1ccc(Oc2coc3cc(OCC(=O)N4CCCCC4)ccc3c2=O)cc1 is entered as 0.1 | 4.6 | -11
Cc1cc2nc(-c3ccc(SCC(=O)NC(C)C)nc3)[nH]c2cc1C is entered as -0.7 | -1.5 | 56

Arranged by value in Mot1-301 SUMO (falling): six from the list above.
SMILES | Mot1-301 SUMO
Cc1cc2nc(-c3ccc(SCC(=O)NC(C)C)nc3)[nH]c2cc1C | 56
N#Cc1c(Cl)nc(SCc2ccccc2)nc1-c1ccccc1 | 19
COc1ccc(Oc2coc3cc(OCC(=O)N4CCCCC4)ccc3c2=O)cc1 | -11
O=C(CSCc1ccco1)c1ccc(Cl)s1 | -13
COc1ccc2c(c1)cc(C)c1nnc(SCC(=O)N3CCN(C(=O)c4ccco4)CC3)n12 | -22
Cc1ccc(C(=O)c2ccc(C(F)(F)F)cc2)cc1 | -31

Carrying on:
SMILES	E coli growth	AddAB inh	Mot1-301 SUMO
Cc1cc(C)nc(NC(=O)c2ccc3c(c2)OCO3)c1	3.7	2.6	371
COc1cccc(NC(=O)c2cc3cccc(OC)c3o/c2=N\O)c1	0.2	-1.9	-9
CC(C)(C)OC(=O)NCCCCC1=CC2=CC(=O)C(C)(OC(=O)c3ccco3)C(=O)C2=CO1 (stereo unspecified)	2.2	5.3	336
COc1ccc(-c2ccc(CNCc3ccccn3)o2)cc1Cl	-5.2	-4.6	11
Cn1c(=O)c2c(O)c(C=Nc3ccc(F)cc3)c(=O)n(C)c2n(C)c1=O	-0.4	0.8	2
Cc1ccc(C2=[N+]([O-])C3(CCCCC/C3=N\NC(N)=S)N(O)C2(C)C)o1 (stereo unspecified)	2.6	2.6	-8
CCOC(=O)O[C@]1(C(=O)OCCl)CC[C@H]2[C@@H]3CCC4=CC(=O)C=C[C@]4(C)[C@H]3[C@@H](O)C[C@@]21C	-0.1	1.4	-6
CC(=O)[C@H]1[C@H](c2cccc(Cl)c2)C(C#N)(C#N)[C@@H]2c3ccccc3C=CN21	-4.2	1.2	31
O=C(Nc1nnc(CC2=CCCCC2)s1)Nc1ccccc1F	2.1	-0.8	344
O=C1OC(=O)C2C3CCC(O3)C12 (stereo unspecified)	-1.7	-0.6	-5
COc1cc([C@@H]2c3cc4c(cc3[C@@H](O)[C@@H](CO)[C@@H]2CO)OCO4)cc(OC)c1O[Si](C)(C)C(C)(C)C	-2.9	-0.9	12
CCCC[C@@H]1C[C@H]1[C@@H](NC(=O)c1cccs1)c1ccc(C(F)(F)F)cc1	2.2	2.4	2
S=c1nc(-c2ccccc2)n(Cc2cccnc2)c2c1CCCC2	2.6	2.3	6
CCCCCOC(=O)C1[C@H]2C(=O)N(CCCOC)C[C@]23C=C[C@H]1O3 (stereo partly specified)	-0.9	0.6	-20
O=C1N=c2ccc(Br)cc2=C1c1sc(=O)[nH]c1O	1.5	-1.3	-6
COc1cc(SC#N)ccc1N=Cc1c(C)[nH]n(-c2cccc3ccccc23)c1=O	2.2	-0.3	326
Cc1cccc2cc(CN(Cc3cccnc3)C(=O)c3cccs3)c3nnnn3c12	-1.2	-1.8	8
O=C1Nc2ccccc2C12Nc1ccccc1S2 (stereo unspecified)	-4.0	0.4	9
COC(=O)C1=C(C)N(Cc2ccco2)C(=O)N[C@H]1c1cccc(C(F)(F)F)c1	-0.3	2.8	-23
O=C(O)Cc1cc(C(=O)Nc2ccc(Br)cc2)sc1-c1ccccc1	0.2	1.5	7
CC(=O)NN1C(=O)c2ccc(Oc3ccc4c(c3)C(=O)N(NC(C)=O)C4=O)cc2C1=O	-0.3	-0.4	7
CCN1/C(=C/C=C/c2oc3ccc4ccccc4c3[n+]2CC)Oc2ccc3ccccc3c21	11*	11	30
CN(C)S(=O)(=O)c1ccc(NC(=O)c2ccc3ncsc3c2)cc1	3.3	3.6	-7
COc1ccc(C(O)c2nc3ccccc3s2)cc1 (stereo unspecified)	3.6	2.7	-15
C#CCOCCOCCOCCNc1nc(N2CCN(C(=O)[C@H](CCCCN)n3cc([C@@H](N)CC(C)C)nn3)CC2)nc(N2CCN(C(=O)[C@H](Cc3ccc(O)cc3)n3cc([C@@H](N)CC(C)C)nn3)CC2)n1	-6.7	-1.4	9
Cc1nccc2[nH]c(=O)c(C(=O)NC(C)CCc3ccccc3)cc12 (stereo unspecified)	0.0	0.3	0
CN(C)c1ccc(/C=C2\C(=N)N3C(=NC2=O)Sc2cc(S(C)(=O)=O)ccc23)cc1	0.7	0.7	-16
COc1ccc(N2C(=O)CC(S/C(N)=N/N=C/c3ccnc4ccccc34)C2=O)cc1 (stereo unspecified)	1.0	0.0	207
Cc1ccc(Oc2ccc(OCC(=O)OC3CCS(=O)(=O)C3)cc2)cc1 (stereo unspecified)	-0.2	2.9	1
COC(=O)[C@@H](N)Cc1ccc(O)cc1	0.2	0.2	371
Cc1occc1C(=O)n1cnc2ccccc21	-0.2	-1.0	-39
CCSc1nnc(NC(=O)/C=C/c2ccc3c(c2)OCO3)s1	0.2	3.3	7
O=c1c2ccc([N+](=O)[O-])c3cccc(c32)c2nc3ccccc3n12	5.7	0.9	42
CCN(CC)c1ccc2c(c1)CCCN2	-6.1	-0.8	-6
CC(=O)Nc1ccc(S(=O)(=O)Nc2ccc3c(c2)C(=O)OC3)cc1	-2.2	3.3	704*
N/C(=N\c1nc(C(F)(F)F)cc(=O)[nH]1)Nc1ccc(Cl)cc1	1.0	3.9	-6

Next section; the last four above are carried over.
SMILES	E coli growth	AddAB inh	Mot1-301 SUMO
O=c1c2ccc([N+](=O)[O-])c3cccc(c32)c2nc3ccccc3n12	5.7	0.9	42
CCN(CC)c1ccc2c(c1)CCCN2	-6.1	-0.8	-6
CC(=O)Nc1ccc(S(=O)(=O)Nc2ccc3c(c2)C(=O)OC3)cc1	-2.2	3.3	704*
N/C(=N\c1nc(C(F)(F)F)cc(=O)[nH]1)Nc1ccc(Cl)cc1	1.0	3.9	-6
O=C(NC1CCCCC1)C(c1cc2c(cc1[N+](=O)[O-])OCO2)N1CCCCC1 (stereo unspecified)	-1.6	1.7	-1
CN(C)c1nc(N(C)C)nc(N(C#N)CN2C(=O)c3ccccc3C2=O)n1	0.3	5.7	-7
Cn1c(=O)c2c(ncn2CC(=O)N/N=C/c2c[nH]c3ccccc23)n(C)c1=O	0.9	0.9	-5
C=CC[C@@H]1C=C[C@H](O/N=C/c2ccc(C(=O)N3[C@H](c4ccc(C)cc4)[C@@H](C)CC[C@H]3C(=O)OC)cc2)[C@@H](CO)O1	0.3	1.9	-29
O=c1c2ccccc2cnn1Cc1n[nH]c(=S)n1-c1ccc(Cl)cc1Cl	2.7	0.3	-14

This is a subset, so the mix of outcomes need not match the whole.
